# M1 antag – human M1 muscarinic receptor antagonists, primary screen, CHO-K1 cells, Fluo-8 calcium fluorescence, 1536-well. Muscarinic acetylcholine receptor M1 (Homo sapiens), P11229. CHO-K1 hM1, ACh EC80 antagonist. inhibition, % at 3 µM. actives 1.3% (n = 360,000). AID 588852, 2011;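 active = percent inhibition above its own plate's cutoff, namely the mean of that plate's compound wells plus 3 SD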;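 also: peak over basal fluorescence ratio during 140 s after agonist addition; 0% = ACh EC80 plus DMSO and 100% = DMSO alone without agonist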
# Target sequence (P11229 whole entry, looked up): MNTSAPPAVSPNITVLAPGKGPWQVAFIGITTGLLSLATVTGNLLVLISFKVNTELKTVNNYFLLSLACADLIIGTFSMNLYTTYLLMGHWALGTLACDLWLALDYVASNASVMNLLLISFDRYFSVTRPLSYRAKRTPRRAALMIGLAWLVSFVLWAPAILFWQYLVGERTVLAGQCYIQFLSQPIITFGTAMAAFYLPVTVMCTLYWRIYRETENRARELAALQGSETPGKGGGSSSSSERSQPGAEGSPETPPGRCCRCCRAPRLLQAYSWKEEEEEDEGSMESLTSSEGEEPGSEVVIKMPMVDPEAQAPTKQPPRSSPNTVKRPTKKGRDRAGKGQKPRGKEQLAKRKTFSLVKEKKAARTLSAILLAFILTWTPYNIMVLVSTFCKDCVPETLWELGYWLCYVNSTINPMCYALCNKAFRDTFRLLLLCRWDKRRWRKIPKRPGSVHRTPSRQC
# CHO-K1 Ca PAM – nonselective calcium activators in parental CHO-K1 cells, primary screen, counter-screen for M1 PAM project, cell-based, Fluo-8 calcium fluorescence, full deck, 1536-well | ATP EC20; 0% at ATP EC20, 100% at ATP max | activation, % at 3 µM | actives 0.02% (n = 360,000);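 active = activation above the run cutoff, the mean activation of all test compounds plus 3 SD, cut at about 40% in these data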;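 also: peak over basal fluorescence ratio in a 140 s read after ATP addition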
# M1 PAM – human M1 muscarinic receptor positive allosteric modulators, primary screen, CHO-K1 cells, Fluo-8 calcium fluorescence, 1536-well | Muscarinic acetylcholine receptor M1 (Homo sapiens), P11229 | CHO-K1 hM1, ACh EC20; 0% = ACh EC20, 100% = maximal ACh | activation, % at 3 µM | actives 0.088% (n = 360,000); in the data active = activation above about 19%, passing the limit was not always enough
# TAAR1 ag – human TAAR1 agonists, primary screen, Fluo-8 calcium fluorescence, CHO RD-HGA16 cells; Trace amine-associated receptor 1 (Homo sapiens), Q96RJ0; activation, % at 3 µM; actives 0.99% (n = 360,000); vehicle wells 0%, saturating PEA agonist 100%;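 active = activation above the mean activation of all test compounds in the run plus 3 SD, cut at about 38% in these data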
# Target sequence (Q96RJ0 whole entry, looked up): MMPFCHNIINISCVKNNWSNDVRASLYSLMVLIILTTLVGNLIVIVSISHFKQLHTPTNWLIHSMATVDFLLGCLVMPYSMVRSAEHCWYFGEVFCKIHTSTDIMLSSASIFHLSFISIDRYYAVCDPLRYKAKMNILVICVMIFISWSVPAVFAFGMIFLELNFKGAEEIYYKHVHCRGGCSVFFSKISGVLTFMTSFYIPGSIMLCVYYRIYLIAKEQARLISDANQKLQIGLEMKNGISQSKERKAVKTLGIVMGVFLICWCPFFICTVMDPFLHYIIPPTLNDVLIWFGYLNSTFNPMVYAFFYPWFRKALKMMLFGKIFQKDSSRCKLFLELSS
#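 System: CHO RD-HGA16 cells carrying human TAAR1 plus Gα16; Incubation: 17-24 h seeding, 75 min 37 °C dye, 30 min RT; Measured by: Fluo-8 fluorescence, 5 s baseline then 140 s kinetic read; Control set: DMSO and PEA EC100; Replication: single well for each compound.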
# TAAR1 antagonist – human TAAR1 antagonists, primary screen, Fluo-8 calcium fluorescence, CHO RD-HGA16 cells; Trace amine-associated receptor 1 (Homo sapiens), Q96RJ0; antagonist; inhibition, % at 3 µM; actives 1.5% (n = 360,000); AID 624466, 2012;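 active = inhibition above a per-plate cutoff, the mean inhibition of test compounds on that plate plus 3 SD, cut at about 49% in these data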;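 also: 0% = DMSO plus EC80 beta-PEA response and 100% = DMSO alone without agonist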
#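 Test system: hTAAR1-expressing CHO RD-HGA16 cells, Gα16-coupled; Probe or stimulus: EC80 β-phenethylamine stimulus; Compound dosing: single nominal final test compound concentration of 3 µM; Timing: 140 s kinetic read after compound, 140 s after agonist; Signal: Fluo-8 calcium-sensitive fluorescence; Measure: % inhibition of agonist calcium response; Controls: DMSO and EC80 PEA controls.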
# CHO parental Ca – ATP-evoked calcium signal inhibitors, parental CHO, primary screen, counter-screen for OX1R antagonist project, cell-based, fluorescence, Fluo-8 calcium dye; actives 0.63% (n = 330,000); inhibition, % at 5.6 µM; AID 463079, 2010; parental CHO-K1, ATP-induced calcium, Fluo-8 fluorescence;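 active = inhibition above that plate's mean sample inhibition plus 3 SD, cut at about 26% in these data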;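 also: 0% = ATP-challenged DMSO wells and 100% = DMSO wells without ATP; some compounds past the cut are filed as inactive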
#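 Test system: parental CHO cells; detection: calcium-sensitive Fluo-8 fluorescence; evaluation: percent inhibition of calcium signal; also added: ATP as calcium-mobilizing challenge; repeats: one well per compound; control set: ATP-challenged DMSO wells low, unchallenged DMSO wells high; compound: single nominal dose of 5.6 µM per compound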
# CHO-K1 Ca antag – M1 antagonist counterscreen hit in parental CHO-K1 cells | ATP-induced calcium, Fluo-8 fluorescence | inhibition, % at 3 µM | actives 0.6% (n = 360,000);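 active = inhibition above a per-plate cutoff, the plate's mean sample inhibition plus 3 SD, cut at about 24% in these data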;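 also: 0% = DMSO plus EC80 ATP and 100% = DMSO alone without ATP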
# M1 ag – human M1 muscarinic receptor agonists, primary screen, Fluo-8 calcium fluorescence, CHO-K1 cells, HTS; CHO-K1 hM1, agonist mode; 0% DMSO, 100% acetylcholine EC100; Muscarinic acetylcholine receptor M1 (Homo sapiens), P11229; actives 0.33% (n = 360,000); activation, % at 3 µM; AID 588814, 2011;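 active = activation above the run's mean compound activation plus 3 SD, cut at about 16% in these data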;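 also: peak over basal fluorescence ratio within a 140 s kinetic read after compound addition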
# CHO-K1 Ca ag – counter-screen for M1 agonists: effect in parental CHO-K1 cells. Fluo-8 calcium fluorescence; scaled to maximal ATP response, vehicle zero. activation, % at 3 µM. actives 0.48% (n = 360,000). AID 602248, 2012; in the data active = activation above about 15%;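 also: untransfected CHO-K1 host cells lacking M1 receptor as counterscreen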
# * marks the source's active call; other numbers are inactive results; . = not tested or not shown. Some of the compounds tested; count on the stated rates, not on these rows.
SMILES,M1 antag,CHO-K1 Ca PAM,M1 PAM,TAAR1 ag,TAAR1 antagonist,CHO parental Ca,CHO-K1 Ca antag,M1 ag,CHO-K1 Ca ag
Cc1sc2ncn(CC(=O)N3CCC4(CC3)OCCO4)c(=O)c2c1C,-5,15,5,-1,0,0,-10,-3,0.6
CCCCC1(CN2CCCC2=O)C(=O)NC(=O)NC1=O,-15,17,9,6,-1,-4,-12,-3,0.1
Cc1ccc(O)c(CN2CCC3CCC(C3)C2)c1 (stereo not given),15,17,-13,0,6,.,-11,6,0.3
COc1ccccc1-n1c(CNCC2CCCO2)nc2ccccc2c1=O (stereo not given),1,8,6,1,-14,-21,2,-9,0.2
CC(=O)N1Cc2cnnn2-c2ccccc2C1C#N (stereo not given),8,-13,-6,2,-1,.,-1,-6,0.1
O=c1[nH]c(=O)n(Cc2ccc(F)cc2)c(O)c1C=NCCCN1CCOCC1,4,-3,5,7,11,-4,16,-4,0.2
c1ccc2sc(NC3=NCCN3)nc2c1,-6,24,8,1,-4,1,-8,-9,0.5
Cc1nc2ccccc2c(=O)n1/N=C/c1cc(Br)cc(Br)c1O,-7,15,2,9,5,-10,-10,1,1.5
O=C(Nc1ccc(Cl)cc1C(=O)c1ccccc1)c1ccco1,-21,19,17,5,-18,-25,-8,-3,0.2
O=C(COC(=O)Cc1ccccc1)Nc1cccnc1Cl,2,6,1,0,12,-4,-15,-5,1.3
CN1CCC(OC(=O)Cc2ccccc2)CC1,25,27,-20,0,15,2,-5,-9,1.1
CCCCP(=O)(O)c1ccccc1,-12,12,10,8,8,12,-8,-4,-0.1
CC1(C)CC(=O)CC(C)(C)N1O,-7,9,1,1,-16,.,1,-1,2.2
CCC1(c2ccc(-c3ccccc3)cc2)C(=O)NC(=O)NC1=O,-1,-18,4,23,25,-5,-3,6,4.1
FC(F)(F)C1=NC(C(F)(F)F)=NP(N2CCOCC2)(N2CCOCC2)=N1,3,-2,4,0,-1,3,10,-2,0.3
CN1CCc2cc3c(cc2[C@H]1[C@@H]1OC(=O)c2c1ccc1c2OCO1)OCO3,-24,11,0,-1,-2,-10,2,-4,0.2
Cc1c(C(=O)N2CCC3(CC2)OCCO3)oc2ccc(S(=O)(=O)N3CCCCC3)cc12,-2,23,3,1,11,-12,-8,-7,2.3
COC(=O)C1=C(c2ccc(C(C)=O)cc2)C[C@@H]2CC[C@H]1N2C(=O)NC1CCCCC1,3,13,6,3,-5,-15,-7,-4,-0.6
CCOC(=O)c1c(C)n(Cc2ccccc2)c2ccc(OCC(O)Cn3nc(C)nc3C)cc12 (stereo not given),-8,9,2,1,14,-10,-1,-1,1.7
CCCCn1c(C)c(C(=O)O)c2cc(OC)c3ccccc3c21,-9,0,4,-1,-26,-13,-15,-1,1.8
O=C(c1cc2c(s1)CCCC2)N1CCC2(CC1)OCCO2,6,3,-6,17,13,-9,-12,-3,0.7
CCOC(=O)C(NC(=O)CCl)(Nc1ccc(C(O)(C(=O)OCC)C(F)(F)F)cc1)C(F)(F)F (stereo not given),6,1,-1,2,-3,5,-4,-7,0.2
CN(c1ccccc1)c1ccc([N+](=O)[O-])c2nonc12,1,11,1,1,-19,3,-8,-4,5.5
C=CCN1C(=O)NC(=O)/C(=C/c2ccc(OC)c(COc3ccc(NC(C)=O)cc3)c2)C1=O,-11,-2,19,3,-11,-16,9,0,0.3
CSCCC(c1nnnn1-c1c(C)cccc1C)N1CCC2(CC1)C(=O)NCN2c1ccccc1 (stereo not given),-23,14,4,1,24,.,-10,-1,1.8
CN(C)C(=O)Oc1ccc(OC(=O)N(C)C)cc1,1,9,4,-1,21,0,-4,-3,-0.1
N[C@@H](Cc1ccccc1)C(=O)N1C[C@H]2C[C@@H](C1)c1cccc(=O)n1C2,-8,-4,6,1,-14,-21,16,0,-0.6
Cn1c(O)c(C=Nc2ccc3c(c2)CCC3)c(=O)n(C)c1=O,-5,15,7,2,-19,-8,-11,-2,0.7
Fc1ccc(CCNCc2ccccc2Cl)cc1,4,-1,-5,64*,-18,-15,-15,-10,0.6
S=P(N1CCCCCC1)(N1CC1)N1CC1,-16,19,10,0,3,.,-12,-2,0.9

# For convenience, part of the list above:
SMILES,M1 antag,CHO-K1 Ca PAM,M1 PAM,TAAR1 ag,TAAR1 antagonist,CHO parental Ca,CHO-K1 Ca antag,M1 ag,CHO-K1 Ca ag
c1ccc2sc(NC3=NCCN3)nc2c1,-6,24,8,1,-4,1,-8,-9,0.5
Cc1nc2ccccc2c(=O)n1/N=C/c1cc(Br)cc(Br)c1O,-7,15,2,9,5,-10,-10,1,1.5

# Other entries
SMILES,M1 antag,CHO-K1 Ca PAM,M1 PAM,TAAR1 ag,TAAR1 antagonist,CHO parental Ca,CHO-K1 Ca antag,M1 ag,CHO-K1 Ca ag
COc1ccc(-n2c(=O)[nH]c3ccccc3c2=O)cc1,-19,-5,6,1,9,6,10,-3,0.4
O=[N+]([O-])c1ccccc1CCl,-7,14,9,0,2,-7,-13,-2,0.6
C[C@]12CCC(=O)C=C1C=CC1C2CC[C@@]2(C)C1CC[C@@H]2O (stereo not given in full),-4,1,0,5,1,.,-5,-2,0.4
COc1cccc(CN2CCCC(C(=O)c3ccccc3SC)C2)c1O (stereo not given),23,-3,-14,0,-19,-33,-8,-6,0.9
O=C1CC(c2ccccc2)CN1 (stereo not given),-9,-11,7,1,-11,-9,-2,-2,0.6
CCOCCc1c(O)[nH]c(=S)[nH]c1=O,-3,-6,3,4,-11,14,10,-4,-0.9
Cc1cccc(OP(=O)(NCc2ccccc2)Oc2cccc(C)c2)c1,24,23,-10,7,80*,2,-6,-5,3.2
COc1ccc(Br)cc1CNCCc1ccc2c(c1)OCO2,13,-17,-9,3,18,0,6,-6,1.7
O=P(Nc1ccccc1Cl)(c1ccccc1)c1nc2c(s1)CCCC2 (stereo not given),-11,18,14,3,-9,6,-3,-5,0.2
COc1ccc(-n2c(/C=C3\C(=O)Nc4ccccc43)nc3ccccc3c2=O)cc1,-4,9,6,4,18,-14,-1,-6,1.8
O=C(NCCCn1ccnc1)C(Cl)(Cl)Cl,-9,6,4,4,29,-1,-7,-11,0.3
COc1ccc(-n2c(O)c(/C=C/C=Nc3ccccc3)c(=O)[nH]c2=O)cc1,17,-17,-11,63*,33,19,17,22*,23*
COc1cc(C)c(CN2CC=C(c3ccc(F)cc3)CC2)cc1C,4,-17,-8,6,-20,-22,14,-9,3.5
CCN1C(=O)C(=C/C=C/c2ccco2)C(=O)N(CC)C1=S,3,7,-6,25,23,2,2,2,5.8
Cc1cccc(-n2c(C)nc3ccccc3c2=O)c1C,2,-17,-1,1,-2,-9,10,-5,-0.1
C=CCn1cc(C=C2C(=O)N(C)C(=O)N(C)C2=O)c2ccccc21,-5,11,4,7,-21,-5,-4,-5,3.7
O=c1c2ccccc2nc(/C=C/c2ccc(O)cc2)n1-c1ccc(O)cc1,3,8,1,7,42,13,3,3,2.1
O=c1cc(CN2CC=C(c3ccccc3)CC2)c2c(ccc3ccccc32)o1,1,23,0,4,2,-17,-10,-10,1.1
CC(=O)N1CCCSC1=Nc1ccccc1,-4,13,0,0,-6,-11,0,-7,0.1
CC(C)c1ccc(N=Cc2c(O)n(C3CC3)c(=S)[nH]c2=O)cc1,13,-18,-6,2,8,-26,0,0,5.8
O=C(Cn1c(=S)[nH]c2ccccc2c1=O)N1CCC2(CC1)OCCO2,2,5,-2,3,-4,-3,-1,-4,0.7
CN(C)c1ccc(NC(=O)CN2C(=O)CN=C(c3ccccc3)c3ccccc32)cc1,-6,20,5,-3,-19,-13,-15,-5,-0.3
Cc1cc(OC(=O)c2ccco2)c2c3c(c(=O)oc2c1)CCCC3,4,16,-5,5,5,-14,0,-3,2.1
COc1nc2ccccc2c(=O)n1-c1ccc(C)cc1,-9,-2,0,-1,-4,-8,-1,-4,3.9
CCP(=S)(CC)c1ccc(N(C)C)cc1,5,-10,-9,10,5,-4,10,-10,0.1
Cc1ncc([N+](=O)[O-])n1CCOC(N)=O,-10,-9,8,6,-19,0,-12,0,0.2
Cc1cc(/C=C2\C(=O)NC(=O)N(c3cccc(Br)c3)C2=O)c(C)n1C,-8,-3,7,4,4,-8,-6,0,0.7
O=C(CCn1nc(-c2ccc(Cl)cc2)ccc1=O)N1CCC2(CC1)OCCO2,-8,11,6,-2,-11,-17,-8,-4,0.3
S=C1Nc2ccccc2Sc2ccccc21,0,-4,-15,7,1,0,8,-13,0.5
CCN(CC)C(=O)c1ccc(NC(=O)COc2ccc(-c3nn(C)c(=O)c4ccccc34)cc2)cc1,-20,6,22,6,-22,-16,-8,1,5.7

# Next part; it opens with the two that closed the last part.
SMILES,M1 antag,CHO-K1 Ca PAM,M1 PAM,TAAR1 ag,TAAR1 antagonist,CHO parental Ca,CHO-K1 Ca antag,M1 ag,CHO-K1 Ca ag
S=C1Nc2ccccc2Sc2ccccc21,0,-4,-15,7,1,0,8,-13,0.5
CCN(CC)C(=O)c1ccc(NC(=O)COc2ccc(-c3nn(C)c(=O)c4ccccc34)cc2)cc1,-20,6,22,6,-22,-16,-8,1,5.7
O=C(c1ccc2c3c(cccc13)CC2)C1CCCN(Cc2ncc[nH]2)C1 (stereo not given),1,-2,1,4,-15,-7,-6,-14,-0.1
CC12CC[C@H]3[C@@H](CCC4(O)C[C@H](O)CCC34/C=N/NC(=O)Cc3ccccc3)C1(O)CCC2C1=CC(=O)OC1 (stereo not given in full),-10,0,0,0,1,-17,-13,-5,0.5
Cc1cc(=O)oc2cc(OCC(=O)N3C[C@H]4C[C@@H](C3)c3cccc(=O)n3C4)ccc12,-9,29,6,1,-14,-5,-14,-5,1.7
O=C(CSC1c2ccccc2-c2ccccc21)N/N=C/c1ccc(C(=O)O)cc1,-1,0,3,6,9,-4,1,-5,0.1
COc1ccc(C(O)P(=O)(Oc2ccccc2)Oc2ccccc2)cc1 (stereo not given),-21,4,21,-1,-4,-25,-12,1,1.2
C=CCn1c(O)c(/C=N/NC(=O)CCCC)c(=O)[nH]c1=S,0,-9,4,2,-12,6,0,-3,-0.5
O=[N+]([O-])c1cccnc1N1CCCNCC1,48*,5,-28,8,0,-11,-14,-1,2.2
Cc1cc(C)cc(NC(=S)NC2CC3CCCC(C2)N3Cc2cccs2)c1 (stereo not given),11,-7,-17,4,-17,-26,8,-9,0.2
